PAFAH1B3 FP inh = inhibitors of human PAFAH1B3; 340,000 tested, 0.28% active; Q15102; recombinant PAFAH1B3, FP-rhodamine probe, fluorescence polarization; inhibition, % at 3.39 µM;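 active = inhibition above the screen-wide average of all tested compounds plus 3 SD, cut at about 25% in these data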;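 also: 0% = enzyme with DMSO only and 100% = wells lacking PAFAH1B3 protein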
Target sequence (Q15102 whole entry, looked up): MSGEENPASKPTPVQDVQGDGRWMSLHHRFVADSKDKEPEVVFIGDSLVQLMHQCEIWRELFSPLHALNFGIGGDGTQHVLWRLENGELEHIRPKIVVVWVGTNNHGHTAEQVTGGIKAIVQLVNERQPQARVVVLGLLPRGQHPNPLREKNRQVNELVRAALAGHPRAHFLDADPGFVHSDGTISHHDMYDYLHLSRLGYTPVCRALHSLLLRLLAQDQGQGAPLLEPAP
PAFAH2 inh = inhibitors of human PAFAH2; Q99487; recombinant PAFAH2, FP-rhodamine activity probe, fluorescence polarization; inhibition, % at 3.39 µM; 340,000 tested, 0.99% active; AID 492956;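 active = inhibition above the mean over all tested compounds plus 3 SD, cut at about 30% in these data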;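 also: inhibitors block probe labeling of enzyme so polarization drops; 0% = enzyme with DMSO and 100% = wells lacking PAFAH2 protein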
PAFAH1B2 FP inh = PAFAH1B2 (human) inhibition; recombinant PAFAH1B2, FP-rhodamine activity probe, fluorescence polarization; inhibition, % at 3.39 µM; 340,000 tested, 1.2% active; AID 492953;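 active = inhibition above the mean of all tested compounds plus 3 SD, cut at about 24% in these data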;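 also: 0% = enzyme with DMSO and 100% = wells lacking PAFAH1B2; many of its hits are not listed in these tables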
Starred values were filed as active, the others as inactive. Some of the compounds tested; rates above refer to the full screens.

SMILES	PAFAH1B3 FP inh	PAFAH2 inh	PAFAH1B2 FP inh
CC(=O)OCC(=O)C1(O)CCC2C3CCC4=CC(=O)C=CC4(C)C3(F)C(O)CC21C (stereo unspecified)	5	-3	6
COc1ccccc1OC(=O)Oc1ccccc1OC	-4	4	3
